High-throughput results as filed in PubChem BioAssay.
EphB4 ephrin blk: EphB4-ephrin-B2 interaction antagonists, primary screen, biochemical, TNYL-RAW peptide probe, fluorescence polarization | Ephrin type-B receptor 4 (Homo sapiens), P54760 | EphB4 LBD / TNYL-RAW-Alexa532 peptide | inhibition, % at 7 µM | hit rate 0.15% among 97,000;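 active means inhibition above the screen-wide mean inhibition plus 3 SD, cut at about 15% in these data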;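 further: 0% = DMSO wells and 100% = excess unlabeled TNYL-RAW peptide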
PostGolgi yeast: phenotypic screen on post-Golgi transport, primary screen; inhibition, % at 10 µM; post-Golgi transport phenotypic cell assay; hit rate 0.9% among 98,000; in the data active means inhibition above about 30%;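 further: yeast cells grown in 1536-well plates; yeast grown about 18 h at 30C before absorbance read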
CYP2C9 inhib: blockers of cytochrome P450 2C9 activity – biochemical, luminescence, ADME assay, primary screen | inhibition, % at 5 µM | hit rate 20% among 96,000 | CYP2C9 Supersomes, luciferin-H conversion | P11712;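 active means blocking of liver enzyme CYP2C9 beyond about 50% at 5 µM, limit read from the data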; further: values of inactives mirror those of a sister screen read the other way
Target sequence (P11712 whole entry, looked up): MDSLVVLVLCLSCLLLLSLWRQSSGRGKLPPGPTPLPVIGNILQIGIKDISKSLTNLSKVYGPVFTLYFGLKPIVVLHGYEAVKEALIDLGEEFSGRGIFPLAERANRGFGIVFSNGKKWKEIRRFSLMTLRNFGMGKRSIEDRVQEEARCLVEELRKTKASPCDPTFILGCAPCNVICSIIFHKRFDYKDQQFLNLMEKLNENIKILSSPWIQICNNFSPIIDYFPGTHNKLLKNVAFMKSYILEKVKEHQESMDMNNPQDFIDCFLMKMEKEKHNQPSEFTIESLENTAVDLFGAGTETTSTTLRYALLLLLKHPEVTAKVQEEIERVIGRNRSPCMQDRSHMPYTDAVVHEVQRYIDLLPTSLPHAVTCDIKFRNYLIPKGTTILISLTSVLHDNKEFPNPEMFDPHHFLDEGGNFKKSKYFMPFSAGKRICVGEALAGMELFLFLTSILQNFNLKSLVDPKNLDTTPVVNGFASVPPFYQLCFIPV
E coli WT exp: growth inhibitors of wild-type E. coli, primary screen, strain BW25113, expanded library, OD600 | OD600 absorbance | growth inhibition, % at 100 µM | hit rate 0.15% among 98,000;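 active means growth inhibition above about 50% at one test dose, limit read from the data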;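 further: growth measured after 20 h incubation at 37 °C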
CYP2C19 act: human CYP2C19 activators, primary screen, biochemical, luminescence. Cytochrome P450 2C19 (Homo sapiens), P33261. recombinant CYP2C19, luciferin-H EGE luminescence; stronger effect = higher value; 0 = fully inhibited enzyme, 1 = untreated enzyme. activation factor at 5 µM. 96,000 tested, under 10 active;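 active means activation factor of at least 2 at 5 µM in the primary screen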;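 further: 0 = wells with 2.5 mM tranylcypromine and 1 = vehicle-only wells; values of inactives mirror those of a sister screen read the other way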
Target sequence (P33261 whole entry, looked up): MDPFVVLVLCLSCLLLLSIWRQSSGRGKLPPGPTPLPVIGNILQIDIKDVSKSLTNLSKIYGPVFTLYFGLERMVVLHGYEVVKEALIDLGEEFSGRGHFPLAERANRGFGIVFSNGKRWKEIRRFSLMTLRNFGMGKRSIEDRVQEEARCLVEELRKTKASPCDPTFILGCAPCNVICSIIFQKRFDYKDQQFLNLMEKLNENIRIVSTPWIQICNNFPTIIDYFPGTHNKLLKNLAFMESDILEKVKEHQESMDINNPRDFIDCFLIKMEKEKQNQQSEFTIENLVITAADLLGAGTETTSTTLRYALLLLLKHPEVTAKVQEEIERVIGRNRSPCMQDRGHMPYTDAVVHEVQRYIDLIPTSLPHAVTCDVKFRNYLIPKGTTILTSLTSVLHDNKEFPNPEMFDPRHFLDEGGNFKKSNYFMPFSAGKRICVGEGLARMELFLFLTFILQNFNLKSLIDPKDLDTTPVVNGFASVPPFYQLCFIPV
Pyk2 oligo antag: antagonists of Pyk2 self-association, primary screen, Q293 cells, FERM NanoBiT luminescence, HTS | hit rate 0.83% among 99,000 | AID 1347419, 2020 | stronger effect = lower value | z-score (the deposit names both 25 µM and 10 µM);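 active means Z-score of -3 or lower, scaled per plate to the spread of control and sample wells; inactive means z-score above -3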;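 further: negative z-score means lost luminescence so less FERM oligomerization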
CYP2C9 act: human CYP2C9 activators, primary screen, biochemical, luminescence. recombinant CYP2C9, luciferin-H conversion; stronger effect = higher value; factor 1 = untreated enzyme, 0 = blocked. activation factor at 5 µM. Cytochrome P450 2C9 (Homo sapiens), P11712. hit rate 1.4% among 96,000;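 active means activation factor of 2 or more for CYP2C9 at a 5 µM dose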;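 further: 0 = sulfaphenazole-blocked wells and 1 = vehicle-only wells; values of inactives mirror those of a sister screen read the other way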
PLAP activator: PLAP enzyme activators, biochemical, luminescence, HTS; Alkaline phosphatase, placental type (Homo sapiens), P05187; purified PLAP enzyme, luminescent substrate read-out; stronger effect = higher value; activation fold at 20 µM; hit rate 1.2% among 96,000; AID 696, 2007; in the data active means activation fold above about 2
CYP2C19 inh: blockers of cytochrome P450 2C19 activity – biochemical, luminescence, ADME assay, primary screen; hit rate 21% among 96,000; AID 778, 2007; CYP2C19 Supersomes, luciferin-H EGE luminescence, 30 min; inhibition, % at 5 µM;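 active means CYP2C19 inhibition above a set limit at 5 µM in the primary screen, cut at about 50% in these data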;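 further: plate controls were negative control wells for no effect and 2.5 mM tranylcypromine positive control for full effect; values of inactives mirror those of a sister screen read the other way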
Numbers without * were called inactive; nt = not tested or not shown.

Each structure is followed by: EphB4 ephrin blk, PostGolgi yeast, CYP2C9 inhib, E coli WT exp, CYP2C19 act, Pyk2 oligo antag, CYP2C9 act, PLAP activator, CYP2C19 inh
1. CC(=O)c1cc(-c2ccccc2)n(CC(=O)NC2CCCC2)c1C
  4, 18, 22, 2, 0.8, 0.38, 0.8, 1, 17
2. C=C1CSc2nc(=O)c3c4c(sc3n21)CCCC4
  3, -4, 6, 6, 0.9, 2.2, 0.9, 0.9, 10
3. CC(=C/c1ccccc1)/C=N/n1cnnc1
  3, 12, 14, 5, 0.1, -0.68, 0.9, 1.1, 94*
4. CCCc1cc(=O)[nH]c(SCC(=O)NC)n1
  -4, -1, 16, -1, 0.9, 1.2, 0.8, 1.1, 8
5. CC1(C)CC(=O)N(c2ccccc2)C1(C)O (stereo not drawn)
  5, 5, -15, 6, 1, 0.21, 1.1, 0.9, 4
6. Cc1nc(N2CCN(C)CC2)c2c(C)c(C(=O)Nc3ccc(F)cc3)sc2n1
  -1, 8, 31, 2, 0.9, 0.04, 0.7, 1.7, 11
7. COc1cc(NC(=O)C(C)Oc2ccccc2)c(C(=O)O)cc1OC (stereo not drawn)
  -3, 16, 22, -2, 1, -1.4, 0.8, 0.9, -1
8. O=C(OCc1ccccc1)c1cccc(-c2nnn(Cc3ccccc3)n2)c1
  1, 8, 63*, -13, 0.8, -0.18, 0.4, 0.5, 23
9. COc1ncnc(OC)c1NC(=O)c1ccc(F)cc1
  -4, -4, -10, 8, 1.1, 2.4, 1.1, 1.1, -14
10. CN(C)CCOc1ccccc1C(C)(C)C
  -6, -2, -4, 0, 1.1, 1.9, 1, 1.2, -6
11. CC(C)C(c1nnnn1C1CCCC1)N1CCN(c2ccccc2F)CC1 (stereo not drawn)
  -5, 5, 8, -10, 0.9, -0.85, 0.9, 1.2, 8
12. O=C(Nc1ccccc1-c1nnn(CC(=O)N2CCN(c3ccccc3)CC2)n1)c1cccs1
  0, -2, 80*, -18, 0.5, -0.17, 0.2, 1.5, 48
13. COCCCNC(=O)C(C#N)c1nc2ccccc2nc1N1CCN(Cc2ccccc2)CC1 (stereo not drawn)
  nt, 5, 93*, -6, 0.1, -1.9, 0.1, 1.2, 92*
14. Cc1ccc(C)n1-n1c(C)nc2scc(-c3cccs3)c2c1=O
  nt, 5, 71*, -7, 0.2, -2, 0.3, 1.2, 79*
15. CN(C(=O)/C(N=Nc1cccc(C(F)(F)F)c1)=C(\O)C(F)(F)F)c1ccccc1
  1, 4, 80*, 7, 0.2, -0.55, 0.2, 1.2, 82*

The last 2 records of the section above lead into the next.
Each structure is followed by: EphB4 ephrin blk, PostGolgi yeast, CYP2C9 inhib, E coli WT exp, CYP2C19 act, Pyk2 oligo antag, CYP2C9 act, PLAP activator, CYP2C19 inh
14. Cc1ccc(C)n1-n1c(C)nc2scc(-c3cccs3)c2c1=O
  nt, 5, 71*, -7, 0.2, -2, 0.3, 1.2, 79*
15. CN(C(=O)/C(N=Nc1cccc(C(F)(F)F)c1)=C(\O)C(F)(F)F)c1ccccc1
  1, 4, 80*, 7, 0.2, -0.55, 0.2, 1.2, 82*
16. CCS(=O)(=O)c1ccc2oc(SCC(=O)NCCC3=CCCCC3)nc2c1
  1, -2, 72*, -3, 0.6, 0.85, 0.3, 1, 44
17. CN(C)S(=O)(=O)c1cccc(NC(=O)COC(=O)CCc2nc3ccccc3s2)c1
  -5, 0, -89, 7, 1, 1.2, 1.9, 0.9, 0
18. CC(OC(=O)Cn1c(C(F)(F)F)nc2ccccc21)C(N)=O (stereo not drawn)
  1, -5, -4, 5, 1, 0.95, 1, 1, -1
19. COc1cccc(N2C(=O)C3CC=C(Cl)CC3C2=O)c1 (stereo not drawn)
  -2, -5, -6, -10, 0.8, 0.8, 1.1, 0.9, 18
20. CN(C)c1ccc(C2C3=C(CCCC3=O)OC3=C2C(=O)CCC3)cc1
  3, 4, 0, 1, 1, -0.09, 1, 1.3, -1
21. CCC1CCCCN1C(=O)Nc1ccc(F)cc1 (stereo not drawn)
  -9, 6, 0, -4, 0.8, -0.32, 1, 0.9, 17
22. COc1cccc(OC)c1OCCOCCn1cnc2ccccc2c1=O
  2, -1, 21, 11, 0.2, 0.22, 0.8, 1.4, 77*
23. CCc1nnc(NC(=O)CSc2nnc3ncccn23)s1
  5, -13, 35, 12, 0.3, -0.46, 0.6, 1, 68*
24. COc1ccc(F)cc1S(=O)(=O)Nc1ccc2c(c1)OCO2
  3, 1, 40, 2, 0.3, -0.61, 0.6, 1, 69*
25. CCOC(=O)c1[nH]c(C)c(C(=O)Nc2ccc(C)cc2C)c1C
  -6, -1, 46, -11, 1.1, nt, 0.5, 1.2, -10
26. O=C(NCc1ccccc1)c1ccc2nc(-c3ccco3)c(-c3ccco3)nc2c1
  3, 3, 77*, -9, 0.6, -0.29, 0.2, 1.4, 36
27. Cc1cc(/C=C2\SC(=S)NC2=O)c(C)n1C
  7, 4, 11, -1, 1, -0.12, 0.9, 0.9, 2
28. CCCCNc1cc(C)nc(N2CCOCC2)n1
  -1, -3, 5, 4, 0.7, 0.86, 1, 1.2, 25
29. CN(C)c1ccc(C(=O)OCc2ccccc2)cc1
  -2, -12, 3, -3, 0.5, 1.5, 1, 1, 50
30. COc1ccc2cc(CN(CC3COCCO3)S(=O)(=O)c3c(C)cc(C)cc3C)c(=O)[nH]c2c1 (stereo not drawn)
  9, 3, 20, -8, 0.8, nt, 0.8, 1, 21
31. Cc1cc(OCC(=O)Nc2ccccc2F)nc(C(C)C)n1
  -7, 0, 7, -13, 0.8, -0.89, 0.9, 0.7, 19
32. CCOC(=O)/C=C(\C)Sc1cc(=O)oc2ccccc12
  -6, 8, nt, 7, nt, -1.2, nt, nt, nt
33. Cc1nc2ccc(S(=O)(=O)N(C)CC(=O)N3CCc4ccccc43)cc2s1
  -2, -3, -33, 1, 0.8, 2.4, 1.3, 1, 20
34. Nc1c(S(=O)(=O)c2cccc(Cl)c2)c2nc3ccccc3nc2n1CCN1CCOCC1
  1, -3, 25, -9, 0.9, -0.79, 0.8, 0.9, 12
35. COc1ccc(NC(=O)C(NC(=O)CNC(C)=O)c2ccc(C)cc2)cc1 (stereo not drawn)
  -7, 15, 8, 10, 0.9, 0.74, 0.9, 1, 8
36. CN(C)S(=O)(=O)c1ccc(S(=O)(=O)Nc2ccc3c(c2)oc2ccccc23)cc1
  5, -3, 28, -4, 1.2, -2.6, 0.7, 1.4, -18
37. O=C(CN(CC1CCCO1)C(=O)Cn1nnc(-c2ccc(F)cc2)n1)NC1CCCCC1 (stereo not drawn)
  -10, 7, 17, -2, 0.9, -0.06, 0.8, 1.6, 7
38. CCOc1ccc(NC(=O)CN(C2CCCCC2)S(C)(=O)=O)cc1
  -3, 14, 10, 5, 0.7, -0.12, 0.9, 0.9, 29
39. Clc1ccccc1CSc1nnc(-c2ccco2)c(-c2ccco2)n1
  0, -4, 39, -3, 0.7, 0.73, 0.6, 1.2, 31
40. Cc1ccc(SCc2cc(-c3ccc(Cl)cc3)on2)cc1
  -4, 15, 7, -1, 1.1, 1.2, 0.9, 0.9, -15
41. N#Cc1cnn2cc(-c3ncc(C(F)(F)F)cc3Cl)cnc12
  -2, 9, 2, 3, 0.9, 0.1, 1, 1, 12
42. O=C(Cn1ncnn1)OCc1ccccc1Cl
  1, -3, -18, 1, 0.9, -0.43, 1.2, 1, 5
43. CCc1ccccc1NC(=O)c1nnn(CC(=O)Nc2cccc(C)c2C)c1N
  -5, -3, -21, 27, 1, 1.4, 1.2, 1, 1
44. CCC1CCCCN1S(=O)(=O)c1ccc(S(=O)(=O)N2CCN(S(=O)(=O)CC)CC2)cc1 (stereo not drawn)
  -9, 8, 6, -9, 0.7, 0.68, 0.9, 1.1, 35
45. Cc1cc(C)c(C(=O)COc2cccnc2[N+](=O)[O-])cc1C
  0, 10, 17, 8, 0.4, -0.3, 0.8, 1.3, 63*

Look-ups from above.
In PLAP activator, Cc1ccc(SCc2cc(-c3ccc(Cl)cc3)on2)cc1 is listed with 0.9
In CYP2C19 act, Cc1nc2ccc(S(=O)(=O)N(C)CC(=O)N3CCc4ccccc43)cc2s1 is listed with 0.8

Reprinted at random: six entries already listed.
Each structure is followed by: EphB4 ephrin blk, PostGolgi yeast, CYP2C9 inhib, E coli WT exp, CYP2C19 act, Pyk2 oligo antag, CYP2C9 act, PLAP activator, CYP2C19 inh
11. CC(C)C(c1nnnn1C1CCCC1)N1CCN(c2ccccc2F)CC1 (stereo not drawn)
  -5, 5, 8, -10, 0.9, -0.85, 0.9, 1.2, 8
18. CC(OC(=O)Cn1c(C(F)(F)F)nc2ccccc21)C(N)=O (stereo not drawn)
  1, -5, -4, 5, 1, 0.95, 1, 1, -1
15. CN(C(=O)/C(N=Nc1cccc(C(F)(F)F)c1)=C(\O)C(F)(F)F)c1ccccc1
  1, 4, 80*, 7, 0.2, -0.55, 0.2, 1.2, 82*
36. CN(C)S(=O)(=O)c1ccc(S(=O)(=O)Nc2ccc3c(c2)oc2ccccc23)cc1
  5, -3, 28, -4, 1.2, -2.6, 0.7, 1.4, -18
42. O=C(Cn1ncnn1)OCc1ccccc1Cl
  1, -3, -18, 1, 0.9, -0.43, 1.2, 1, 5
2. C=C1CSc2nc(=O)c3c4c(sc3n21)CCCC4
  3, -4, 6, 6, 0.9, 2.2, 0.9, 0.9, 10

The listing continues.
Each structure is followed by: EphB4 ephrin blk, PostGolgi yeast, CYP2C9 inhib, E coli WT exp, CYP2C19 act, Pyk2 oligo antag, CYP2C9 act, PLAP activator, CYP2C19 inh
46. O=C(O)CCCC(=O)Nc1ccccc1C(=O)O
  -2, -2, -8, -4, 1.2, 1.3, 1.1, 1, -16
47. COc1ccc(C(C)=O)c2c1OCCO2
  -4, 1, -11, 2, 1.1, 0.24, 1.1, 1, -6
48. CN(Cc1ccccc1)c1ccc(S(=O)(=O)N2CCOCC2)cn1
  1, -2, -37, -4, 0.7, -0.17, 1.4, 1, 30
49. COc1ccc(S(=O)(=O)NC(C)C(=O)Nc2cccc(C(C)=O)c2)cc1 (stereo not drawn)
  -7, -3, 64*, -2, 0.6, -0.56, 0.4, 1, 42
50. O=C(CSc1nnc(-c2ccco2)o1)NC(=O)Cc1ccccc1
  1, 3, 3, -1, 0.9, -0.38, 1, 0.9, 12
51. COc1ccc2c(c1OC)C(=O)OC2CC(=O)c1ccc(N(C)C)cc1 (stereo not drawn)
  nt, 5, -14, 6, 0.9, -1, 1.1, 1, 9
52. CC(=O)Nc1ccc(S(=O)(=O)NCCSCc2c(Cl)cccc2Cl)cc1
  3, 3, 77*, -4, 0.3, -0.19, 0.2, 1, 73*
53. COCCN(C(=O)Cc1cccs1)C(C(=O)NCc1ccc(OC)cc1)c1ccccc1 (stereo not drawn)
  -2, 4, 17, -7, 0.9, -0.07, 0.8, 1.1, 14
54. Cc1nc(SCC(=O)Nc2ccc3c(c2)OCCO3)c2oc3ccccc3c2n1
  2, -5, 73*, 2, 0, -2.4, 0.3, 1.2, 96*
